ARNT-TACC3 inh: disruptors of ARNT/TACC3 protein interaction, primary screen, biochemical, AlphaScreen, single concentration | Transforming acidic coiled-coil-containing protein 3 (Homo sapiens), Q9Y6A5 | AlphaScreen His-ARNT PAS-B/GST-TACC3 binding, luminescence; TACC3 fragment carries E629A point mutation | inhibition, % at 9.99 µM | hit rate 0.66% among 390,000;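 active means mean inhibition of replicates at least 50% and at least half of replicates each reaching 50%; inconclusive means half or more replicates reach 50% but mean below 50%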;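 further: 0% = complete ARNT plus TACC3 wells and 100% = ARNT alone without TACC3; many hits fall short of the cut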
esBAF inh: Bmi1 luciferase reporter increase in mESCs, primary screen, esBAF inhibitor project, mouse ES cells, Bmi1 luciferase knock-in, single point. 24 h; 100% = twice the neutral-well signal. hit rate 2% among 350,000. reporter increase, % at 12.5 µM; in the data active means activation above about 40%; inconclusive means no clear call, values can overlap the other calls;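 further: 0% = median of the plate's neutral control wells and 100% = double that signal; a rise in the Bmi1 reporter signal indicates esBAF inhibition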
RAD54 inh: inhibitors of human RAD54 branch migration, primary screen, biochemical, fluorescence, single point | RAD54 Holliday junction branch migration, FAM/BHQ fluorescence | inhibition, % at 10.4 µM | hit rate 0.14% among 360,000;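 active means mean normalized replicate activity at least 40 and at least half of replicates scoring 40 or more; inconclusive means only one of the two criteria met; inactive means mean below 40 and under half of replicates reaching 40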;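 further: 0% = median of neutral control wells and 100% = median of positive control wells; inhibitors cause a drop in the FAM fluorescence signal; in these data hits start at about 50%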
Target sequence (Q92698 whole entry, looked up): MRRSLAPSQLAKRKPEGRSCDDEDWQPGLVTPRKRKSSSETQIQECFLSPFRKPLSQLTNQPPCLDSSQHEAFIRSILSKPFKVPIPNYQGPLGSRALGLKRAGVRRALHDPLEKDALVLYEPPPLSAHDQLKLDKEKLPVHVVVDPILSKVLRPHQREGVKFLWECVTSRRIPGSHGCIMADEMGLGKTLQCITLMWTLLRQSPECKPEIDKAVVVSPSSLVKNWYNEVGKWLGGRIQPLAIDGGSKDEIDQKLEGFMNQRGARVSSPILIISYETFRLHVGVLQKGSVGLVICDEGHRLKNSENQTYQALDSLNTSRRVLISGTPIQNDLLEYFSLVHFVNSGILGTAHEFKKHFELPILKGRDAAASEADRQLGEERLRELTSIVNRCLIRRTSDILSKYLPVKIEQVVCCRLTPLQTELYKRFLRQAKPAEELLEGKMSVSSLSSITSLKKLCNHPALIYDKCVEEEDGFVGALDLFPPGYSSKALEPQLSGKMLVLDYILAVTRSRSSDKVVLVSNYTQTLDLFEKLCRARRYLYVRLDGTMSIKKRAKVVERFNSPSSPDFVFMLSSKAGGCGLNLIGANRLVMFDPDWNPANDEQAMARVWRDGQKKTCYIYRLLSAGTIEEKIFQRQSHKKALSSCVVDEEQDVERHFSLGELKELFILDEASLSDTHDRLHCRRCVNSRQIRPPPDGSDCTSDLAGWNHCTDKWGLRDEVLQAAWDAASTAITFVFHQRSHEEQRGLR
* hit, by the source's call; ? = inconclusive. A portion of the library, so the mix of outcomes need not match the whole.

mol | ARNT-TACC3 inh | esBAF inh | RAD54 inh
COC(=O)c1ccc(C2/C(=C(/O)c3ccc4c(c3)CC(C)O4)C(=O)C(=O)N2Cc2cccnc2)cc1 (stereo unspecified) | 4 | 1 | -11
CC1(C)CC(CCC(=O)Nc2ccc(S(N)(=O)=O)cc2)C(=O)O1 (stereo unspecified) | 2 | -4 | -4
COc1cc(CO)cc(Br)c1OCC(=O)N1CCCCC1 | -12 | -8 | -2
COc1ccccc1-c1cnnc(N/N=C/c2ccc(-c3cccc(Br)c3)o2)n1 | -3 | 6 | 2
CCC(=O)Nc1cc2c(cc1C(=O)c1ccccc1)OCCO2 | 0 | -10 | -15
O=c1ccc2cc(S(=O)(=O)N3CCOCC3)ccc2o1 | -4 | -6 | 4
O=C(O)Cc1ccc(NC(=O)C2CCCCC2C(=O)O)cc1 (stereo unspecified) | 14 | -4 | -3
CC1CC(C)CN(C(=O)C2CCN(S(=O)(=O)c3cccc4cccnc34)CC2)C1 (stereo unspecified) | 6 | -5 | 12
CCCOc1ccc(C(=O)C(c2ccccc2)N2CCOCC2)cc1 (stereo unspecified) | -5 | -2 | -6
O=C(Nc1cc(S(=O)(=O)N2CCOCC2)ccc1Cl)C(=O)c1c(-c2ccccc2)cc2ccccn12 | 5 | 23 | -5
CCOC(=O)c1ccc(S(=O)(=O)N2CCN(CC(=O)NC(=O)NC3CCCCC3)CC2)cc1 | -9 | -7 | 2
CCCn1c2c(c(O)c(C(=O)NC)c1=O)CCCC2 | 1 | -2 | -3
C=CCOC(=O)C1=C(C)Nc2nnnn2C1c1cccs1 (stereo unspecified) | -2 | 10 | -3
O=C(NCc1ccco1)c1ccc2snnc2c1 | 15 | 0 | 10
COc1ccc(-n2c(COc3ccc(C)cc3)nnc2SCC(N)=O)cc1 | -8 | -6 | -3
O=C(Cn1cnc2ccccc2c1=O)NCCC(=O)Nc1ccc2c(c1)OCCO2 | -6 | -11 | 13
CCN1CCN(C(C)C(=O)Nc2c(C)n(C)n(-c3ccccc3)c2=O)CC1 (stereo unspecified) | -15 | -12 | -2
CCOc1ccccc1NC(=O)Cn1c(C)cc(COC)c(C#N)c1=O | 10 | -3 | -18
COc1ccc(OCCNc2cc(N3CCOCC3)ccc2[N+](=O)[O-])cc1 | 12 | 18 | 12
COc1ccc(C(=O)c2ccccc2)cc1Br | -16 | 1 | -4
Cc1cc(NC(=O)c2ccc(NC(=O)C(C)C)cc2)no1 | -3 | 26 | 5
Cc1ccc(NC(=O)c2ccc(CN3CCc4ccccc4C3)cc2)cc1 | 13 | 40 | -3
COc1cccc(C2CC(c3ccccc3Cl)Nc3ncnn32)c1 (stereo unspecified) | -8 | 1 | 0
Cc1ccc(-c2cc(C(F)F)n3ncc(C(=O)N4CCN5CCCC5C4)c3n2)cc1 (stereo unspecified) | -1 | 0 | 12
CCOCCn1c(SCc2c(F)cccc2Cl)nc2c1c(=O)[nH]c(=O)n2C | -7 | 6 | -14
Cc1csc(SCC(=O)O)n1 | -6 | -7 | 2
N#Cc1c(N)nc(-c2ccccc2)nc1-c1ccccc1 | 1 | -4 | -6
Oc1ccc2ccccc2c1N=Nc1ccccn1 | 23 | -51 | 12
c1ccc2c(c1)ncn2CCn1cnc2ccccc21 | -5 | -4 | 0
O=c1n(-c2ccccc2)c(=O)n(Cc2ccccn2)n1Cc1ccccn1 | 3 | 6 | -3

Full records, looked up by structure. Values in the order: ARNT-TACC3 inh, esBAF inh, RAD54 inh
O=C(Nc1cc(S(=O)(=O)N2CCOCC2)ccc1Cl)C(=O)c1c(-c2ccccc2)cc2ccccn12 across the screens: 5, 23, -5
CC1(C)CC(CCC(=O)Nc2ccc(S(N)(=O)=O)cc2)C(=O)O1 (stereo unspecified) across the screens: 2, -4, -4
C=CCOC(=O)C1=C(C)Nc2nnnn2C1c1cccs1 (stereo unspecified) across the screens: -2, 10, -3

(list continues)
mol | ARNT-TACC3 inh | esBAF inh | RAD54 inh
NC(=O)NC(Cc1ccccc1)C(=O)Nc1ccc(S(N)(=O)=O)cc1 (stereo unspecified) | 4 | -3 | -10
CCNc1nc2[nH]c(=O)c3c(c2s1)OC(N)=C(C#N)C3c1ccc(C)cc1 (stereo unspecified) | 4 | -9 | -8
Cc1cc(C(=O)NCc2cccc(Cl)c2)c2ccccc2n1 | 2 | -5 | 3
COc1ccc(/C=C(\NC(=O)c2ccc(OC)cc2)C(=O)NC(CCSC)C(=O)O)cc1 (stereo unspecified) | 2 | -4 | 7
O=C(Nc1ccccc1)c1ccc(CSc2ncccn2)cc1 | 1 | 3 | -4
Fc1cccc(F)c1CSc1nc2ccccc2[nH]1 | -23 | 42* | -6
CCc1cccc(C)c1NC(=O)C1C2CCC(O2)C1C(=O)O (stereo unspecified) | 2 | -7 | 1
CCOC(=O)CNC(=O)C(=O)c1c(O)[nH]c2ccccc12 | 0 | -2 | -1
CCOC(=O)C1CCN(C(=O)C2CCN(c3nc4ccc(OC)cc4s3)CC2)CC1 | -2 | 2 | 0
CC(=O)NC1CC2CCCC(C1)N2C(=O)Nc1ccccc1 (stereo unspecified) | 2 | 0 | 1
CC(C)C(c1nnnn1Cc1ccc(F)cc1)N1CCN(C2CCCCC2)CC1 (stereo unspecified) | -3 | 1 | -3
Cc1cc(C)n(CC(O)COc2ccccc2C(=O)Nc2ccccc2)n1 (stereo unspecified) | -2 | -3 | 8
O=C(CN1C(=O)NC2(CCc3ccccc32)C1=O)Nc1ccc(N2CCOCC2)cc1 (stereo unspecified) | 1 | 0 | -4
Cc1ccccc1-c1cc(C(=O)Nc2sc(C(=O)OC(C)C)c(C)c2C#N)c2ccccc2n1 | 3 | -43 | 0
O=C(CSc1nc(-c2ccco2)cc(C(F)(F)F)n1)N1CCc2ccccc2C1 | -2 | -8 | 4
O=C(COC(=O)CNS(=O)(=O)/C=C/c1ccccc1)NC1CCS(=O)(=O)C1 (stereo unspecified) | -6 | -7 | -24
Cc1cccc(C(=O)OC(C)C(=O)NC(=O)NC2CCCCC2)c1O (stereo unspecified) | -4 | -3 | -1
Nn1c(SCC(=O)Nc2ccc(F)cc2)nnc1-c1cccnc1 | -10 | 7 | -4
O=S(=O)(NCCc1ccccc1)c1cccc(S(=O)(=O)N2CCOCC2)c1 | -2 | 3 | 6
O=C(O)c1ccc2cc[nH]c2c1 | -11 | 31 | 3
COc1ccccc1-c1nn2c(C(F)(F)F)nnc2s1 | -4 | 3 | -3
O=C(c1ccncc1)c1ccc(NS(=O)(=O)c2ccc(Br)s2)cc1 | -4 | 10 | 7
Cc1cc(=O)[nH]c(SCc2nc3ccccc3s2)n1 | -2 | 5 | 1
CCOc1cc(C2C3=C(CCCC3=O)NC3=C2C(=O)CCC3)ccc1OCCO | 15 | -6 | -4
O=C(Nc1cccc(Cl)c1)C1=Cc2cc(Cl)ccc2OC1 | -2 | 9 | -6
CCC(=O)N1CCc2cc(S(=O)(=O)NC(C(=O)NCc3ccc(F)cc3)C(C)C)ccc21 (stereo unspecified) | -4 | 1 | -9
CC(=O)Nc1ccc(-c2nnn(CC(=O)c3ccccc3)n2)cc1Cl | 2 | 5 | 5
Cc1ccc(-n2nc3c(N4CCC(C(=O)NCc5cccc(F)c5)CC4)nnc(C)c3c2C)cc1 | -8 | 15 | -7
CCCSc1nc(N2CCCC2)c2c(c1C#N)CC(C)(C)OC2 | -1 | -1 | -2
COc1cc(C(=O)Nc2ccc(S(=O)(=O)Nc3onc(C)c3C)cc2)cc(OC)c1OC | -6 | -10 | -1
COc1ccc(-n2nc3c(N4CCC(C(=O)NCc5ccccc5C)CC4)nnc(C)c3c2C)cc1 | -5 | 3 | 16
CCOCC(=O)Nc1cc(C(=O)Nc2ccccc2)ccc1Cl | -3 | 51* | -4
COc1ccc(C2/C=C\CC(NC(=O)OCC3c4ccccc4-c4ccccc43)CC(=O)N2Cc2ccccc2F)cc1 (stereo unspecified) | 3 | -4 | -1
CCC(=O)NCCn1c(C)cc2ccccc21 | -4 | -13 | -10
CS(=O)(=O)N(Cc1cc2ccccc2[nH]c1=O)C1CCCCC1 | 0 | -5 | -9
O=C(CN1C(=O)CC(c2ccccc2)=Nc2ccccc21)NCc1ccco1 | 2 | 2 | 4
CCN(CC)c1ccc(NC(=O)COC(=O)C23CCC(=O)N2c2ccccc2S3)cc1 (stereo unspecified) | 0 | -7 | -8
c1nc(NCC2CCCO2)c2[nH]cnc2n1 (stereo unspecified) | -9 | -14 | -6
CCOc1ccc(OCCN2C(=O)NC3(CCCc4ccccc43)C2=O)cc1 (stereo unspecified) | 0 | -3 | -1
COC(=O)c1cc(-c2c(C)oc3cc(OC(C)C)ccc3c2=O)c(C)o1 | 2 | 1 | -1
O=C(c1ccco1)N1CCN(C(=O)c2cc(-c3ccccc3)nc3ccccc23)CC1 | 6 | 18 | 15
O=C1C2C3C=CC(C3)C2C(=O)N1/N=C/c1cc(Br)cc([N+](=O)[O-])c1O (stereo unspecified) | 2 | -6 | 5
COc1cc(C2C(C#N)=C(N)Oc3c2oc(CO)cc3=O)cc(OC)c1OC (stereo unspecified) | 6 | 4 | 1
CCn1c(CSc2nc3ccccc3s2)nnc1SCC(=O)c1ccc(O)c(O)c1 | 7 | -10 | -2
Brc1cccc(-c2nnco2)c1 | -1 | 0 | 8
COc1ccc(NC(=O)c2cc(=O)c3ccccc3o2)cn1 | -3 | 2 | -13
Cc1nnc(-c2cnn(-c3ccccc3)c2N)n1Cc1ccncc1 | -15 | -2 | -1
Nc1[nH]nc2nc(N3CCOCC3)nc(-c3ccccc3)c12 | 0 | -7 | -12
CC(=O)C1=C(C)NC(=O)NC1c1cccc(O)c1 (stereo unspecified) | 1 | -2 | 12
CCOC(=O)c1cc2c(ccn2C)n1CC(=O)N1CCN(c2cccc(C(F)(F)F)c2)CC1 | 5 | -4 | -3
CC1=Nc2ncnn2C(c2ccccc2)/C1=N\O (stereo unspecified) | 3 | -6 | -12
CCc1ccc(-n2nc3ccc(NC(=O)c4ccc5c(c4)OCO5)cc3n2)cc1 | -1 | 8 | -1
CCOC(=O)C1C(=O)NC(N2CCN(c3ccccc3)CC2)=NC1c1ccco1 (stereo unspecified) | 1 | -4 | ?
C=CCc1c(C)nc(SC)nc1Nc1ccc(C(=O)O)cc1 | -5 | -7 | 0
Cc1cc(C(=O)N2CCC(C(F)(F)F)n3nccc32)on1 (stereo unspecified) | -3 | -9 | -20
O=C(C1Cc2ccccc2CN1S(=O)(=O)c1cccs1)N1CCCCCC1 (stereo unspecified) | 0 | -8 | 4
COc1cc(C(=O)OC2CCN(C)CC2)cc(OC)c1OC | -13 | -5 | -13
CCOC(=O)CSc1nc2ccccc2c(=O)n1NC(=O)c1ccccc1 | 4 | 11 | -8
O=c1oc(-c2ccccc2)nc2c1C1(CCCCC1)Cc1ccccc1-2 | -10 | -2 | -3
COc1ccc(CCNC(=O)c2c(O)c3c([nH]c2=O)CCCC3)cc1 | 7 | 9 | -11

Three entries from above, with two lines to a compound:
Results follow in this order: ARNT-TACC3 inh, esBAF inh, RAD54 inh
> COc1ccc(NC(=O)c2cc(=O)c3ccccc3o2)cn1
 : -3, 2, -13
> Cc1nnc(-c2cnn(-c3ccccc3)c2N)n1Cc1ccncc1
 : -15, -2, -1
> Nc1[nH]nc2nc(N3CCOCC3)nc(-c3ccccc3)c12
 : 0, -7, -12

Other entries.
mol | ARNT-TACC3 inh | esBAF inh | RAD54 inh
O=C(c1ccc2c(=O)n(-c3ccccc3)c(=O)[nH]c2c1)N1CCN(c2ccc(F)cc2)CC1 | -2 | -4 | -8
CCOc1c(Br)cc(CNc2ccc3c(c2)OCCO3)cc1OC | 4 | -32 | -9
CCOC(=O)CSc1snnc1C | 1 | -10 | 4
COC(=O)c1nc(NC2=NCCCCC2)n[nH]1 | -3 | -2 | 2
O=C(O)CSC1CC(=O)N(c2ccc(Cl)cc2)C1=O (stereo unspecified) | 16 | -14 | -16
COc1cc(CNCCN2CCOCC2)ccc1OCc1ccc(Cl)cc1 | -3 | 16 | -1
N/C(=N\OC(=O)C(c1ccccc1)c1ccccc1)c1ccccn1 | -2 | 36 | -1
CCOC(=O)CSc1ncnc2c1cnn2-c1ccc(Cl)cc1 | -6 | 6 | 7
COc1ccc(COC(=O)C2CC(=O)N(Cc3ccc(C)cc3)C2)cc1 (stereo unspecified) | -8 | 3 | 1
O=C(Nc1ccccc1-c1ccccc1)C12CC3CC(CC(C3)C1)C2 | -3 | -3 | -7
CCCCN=c1sc(C(=O)OC)cc(=O)n1CCCC | -26 | -11 | -5
Cn1c(CCNC(=O)c2ccc(F)cc2)nc2ccccc21 | 2 | -1 | 14
COc1cccc(NC(=O)c2cccc(OC)c2OC)c1 | -2 | 34 | -3
COC(=O)c1c(C)[nH]c(C(=O)CSc2nnnn2-c2ccccc2)c1C | -2 | 48* | -2
